Source: PubChem (National Center for Advancing Translational Sciences (NCATS))
ATXN2 expr inh: Primary qHTS for Inhibitors of ATXN expression; actives 0.72% (n = 360,000); HEK-293 ATXN2-luciferase reporter, luminescence, 24 h; Potency, µM (highest dose often 57 µM), inactives show top-dose activity change, negative = inhibition, most hits filed as inhibitors; also: potency is read from the fitted curve at half-maximal effect; % is scaled to controls: 0 for no effect and ±100 for the full control effect; nearly all actives have a fitted effect of over 55% in size
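ATXN2-luciferase reporter cells (luciferase flanked by upstream and downstream ATXN2 gene portions) were treated 24 h at 37 °C with compounds at up to 57 uM. SteadyGlo luminescence gave expression; GF-AFC fluorescence gave viability.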
HT1080 IDH1KD tx: qHTS for induction of synthetic lethality in tumor cells producing 2HG: qHTS for the HT-1080-IDH1KD cell line; Potency, µM (doses to about 46.1 µM), for inactives: at the top dose activity, negative = toxicity, actives largely listed as cytotoxic; HT-1080 IDH1 knockdown viability, ATP luminescence, 48 h; actives 2% (n = 360,000);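 also: potency is read from the fitted curve at half-maximal effect; 0% = DMSO wells and -100% = cell-free medium wells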
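After a 2 h attachment period, IDH1KD HT-1080 cells took pin-transferred compound for 48 h at 37 °C; ATP-based luminescence after 10 min room-temperature reagent incubation reported viability.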
HT1080-NT tox: qHTS for induction of synthetic lethality in tumor cells producing 2HG: qHTS for the HT-1080-NT fibrosarcoma cell line. HT-1080-NT fibrosarcoma viability, CellTiter-Glo ATP luminescence, 48 h. actives 1.6% (n = 360,000). Potency, µM (titrated, usually from 46.1 µM), inactives show at the highest dose activity, negative = less viability, actives largely listed as cytotoxic. AID 686970, 2013;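 also: NT is the 2HG producing partner of a matched IDH1 knockdown line; potency is read from the fitted curve at half-maximal effect; 0% = DMSO-treated cells and -100% = media-only wells without cells; nearly all actives have a fitted effect of over 55% in size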
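Viability of the 2HG-overproducing fibrosarcoma line after 48 hours of compound exposure at 37 degrees C was determined by luminescence with CellTiter-Glo, and concentration-effect curves were then fitted and categorized.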
SW480 rereplic: A quantitative high throughput screen for small molecules that induce DNA re-replication in SW480 colon adenocarcinoma cells; SW480 DNA re-replication, Hoechst DNA content imaging, 48 h; Potency, µM (top dose mostly 46.1 µM), inactives show at the top dose re-replication activation, hits mostly activators; actives 1.8% (n = 340,000); AID 624297, 2012; also: potency is read from the fitted curve at half-maximal effect; % of control where 0% means no effect; nearly all actives have a fitted effect of over 55% in size
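First, 250 cells per well were seeded. Next, compound or vehicle (23 nL) was pinned in, plates sat 48 hr at 37 C. Finally Hoechst was added for 40 min before fluorescence scanning.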
WRN inhibitor: qHTS for Inhibitors of WRN Helicase. Bifunctional 3'-5' exonuclease/ATP-dependent helicase WRN (Homo sapiens), Q14191. WRN helicase unwinding, fluorescent forked duplex, kinetic. Potency, µM (top dose mostly 114 µM), without a hit: at the top dose activity change, negative = inhibition, actives largely listed as inhibitors. actives 0.46% (n = 360,000); also: potency is read from the fitted curve at half-maximal effect; % is scaled to controls: 0 for no effect and ±100 for the full control effect; nearly all actives have a fitted effect of over 55% in size
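Primary qHTS, 1536-well format. 20 nM WRN + compound, 15 min RT; start with 100 nM forked fluorophore/quencher duplex, 2 mM ATP (final); kinetic read ex 525/em 598 nm.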
KB-3-1 tox: qHTS assay for MDR1-selective chemotherapeutics: Primary screen using the parental adenocarcinoma cell KB-3-1; Potency, µM (series often up to 46.1 µM), for inactives: top-dose activity change, negative = cytotoxic, hits mostly cytotoxic; actives 1.4% (n = 400,000); KB-3-1 viability, CellTiter-Glo ATP luminescence, 72 h; AID 1347075, 2019; also: potency is read from the fitted curve at half-maximal effect; % is scaled to controls: 0 for no effect and ±100 for the full control effect; nearly all actives have a fitted effect of over 60% in size
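Cytotoxicity in the drug-sensitive parental line KB-3-1 was scored as loss of CellTiter-Glo luminescence following 72 h incubation with compound. Values come from curve fitting of normalized concentration-response data.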
KB-V1 cytotox: qHTS assay for MDR1-selective chemotherapeutics: Primary screen using the drug-selected MDR subline cells KB-V1 | KB-V1 MDR cells viability, CellTiter-Glo, 72 h | Potency, µM (top dose mostly 46.1 µM), for the others: at the highest dose activity change, negative = cytotoxicity, hits mostly cytotoxic | actives 3.4% (n = 400,000); also: potency is read from the fitted curve at half-maximal effect; % is scaled to controls: 0 for no effect and ±100 for the full control effect; nearly all actives have a fitted effect of over 60% in size
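Compound-treated KB-V1 multidrug-resistant cells, 72 h, 37 degrees C; viability by CellTiter-Glo. Fitted qHTS curves give the values.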
MCF10A rereplic: A quantitative high throughput screen for small molecules that induce DNA re-replication in MCF 10a normal breast cells. AID 624296, 2012. Potency, µM (top dose mostly 46.1 µM), without a hit: top-dose activity, positive = re-replication, actives largely listed as activators. actives 2.9% (n = 350,000). MCF 10A DNA re-replication, Hoechst nuclear intensity, 48 h; also: potency is read from the fitted curve at half-maximal effect; % of control where 0% means no effect; nearly all actives have a fitted effect of over 50% in size
IL-1B inflam inh: qHTS for Inhibitors of Inflammasome Signaling: IL-1-beta AlphaLISA Primary Screen | THP-1 LPS/ATP IL-1B secretion, AlphaLISA, 16 h; active compounds read low | activity change, % at 57.5 µM | actives 4.7% (n = 360,000) | AID 743279, 2014; in the data active = activity change below about -50%; inconclusive = mostly about -30% to -49%; also: % is scaled to controls: 0 for no effect and ±100 for the full control effect
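Secreted IL-1B measured by AlphaLISA bead assay after 16 h compound exposure of THP-1 cells; compounds (final up to 57.5 uM) added 1 h before LPS (250 ng/mL) and ATP (1.25 mM) stimulation; lower signal means less secretion.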
The depositor's hits bear a star; i = inactive; ? = inconclusive; · = not tested or not shown; [ ] = dose if it differs, or a comment. Unless noted, calls follow the shape of the dose curve; as a rule, active = well fitted curve in the direction sought with a large enough effect; inconclusive = small, poorly fitted or top-dose-only effect, or another doubt; inactive = no such curve, though single readings can be large; an effect the other way counts as inactive or inconclusive.

SMILES	ATXN2 expr inh	HT1080 IDH1KD tx	HT1080-NT tox	SW480 rereplic	WRN inhibitor	KB-3-1 tox	KB-V1 cytotox	MCF10A rereplic	IL-1B inflam inh
O=C(CSc1nc2ccccc2[nH]1)NCc1ccccc1	·	0%	-1%	4%	-2%	4%	-3%	7%	-5
CCC(O)CNc1nc(-n2nc(C)cc2C)nc2sc3c(c12)CC(C)(C)OC3 (stereo not given)	-7%	-1%	-1%	-5%	-7%	14%	2.6µM*	-3%	4
O=C1CC(c2ccccc2)n2nc(NS(=O)(=O)c3ccccc3)nc2N1 (stereo not given)	4%	16%	13%	-1%	10%	24%	0%	4%	25
COc1cccc(CNc2cc(C)ccn2)c1O	56%[activator]	9%	7%	1%	11%	-1%	-20%	9%	-16
CC(C)(C)C(=O)Nc1nnc(SCc2cccc(F)c2)s1	82%[activator]	2%	2%	-10%	-6%	-4%	1%	0.65µM*	-1
O=S(=O)(c1ccccc1)c1nnn2c1nc(NC1CCN(Cc3ccccc3)CC1)c1cc(Cl)ccc12	-11%	0%	-10%	?	6%	-5%	17%	13%	?
O=C(NCCSc1ccccc1)c1cncc(Br)c1	47%[activator]	22%	16%	-8%	2%	25%	2%	-5%	-2
CCCCc1nc2n[nH]c(N)c2c2c1CSC(C)(C)C2	4%	-15%	-17%	-6%	-9%	-1%	-8%	5%	-10
COc1ccc(CCC(=O)N2CCN(S(=O)(=O)c3cccc(C(F)(F)F)c3)CC2)cc1OC	-9%	-1%	-1%	-18%	-3%	10%	?	5%	-11
O=C1NCCCCC1NS(=O)(=O)c1ccc(Cl)cc1 (stereo not given)	·	22%	2%	4%	3%	-1%	-7%	-12%	3
COc1cccc(CC(=O)N2CCC(n3nccc3NC(=O)C3CCOC3)CC2)c1 (stereo not given)	1%	2%	3%	-8%	-7%	21%	4%	-4%	i
COC(=O)Cc1ccc(OCC(=O)NC2CCCC2)cc1	10%	12%	11%	-6%	2%	1%	-1%	-3%	4
NC(CO)c1cn([C@@H](CCC(=O)O)C(=O)N2CCNCC2)nn1 (stereo not given in full)	8%	20%	12%	?	7%	2%	25%	5%	0
COc1ccc(C(=O)NNC(=O)CSc2nnnn2-c2cc(OC)cc(OC)c2)cc1	2%	-8%	2%	-5%	10%	-5%	0%	-7%	-26
CC(=O)N1CCN(C(=S)c2ccc(Cl)cc2)CC1	6%	12%	12%	-7%	-3%	7%	-2%	3%	9
Cc1cccc2c3c([nH]c12)C(=O)CC(C)(C)S3	-10%	-22%	-23%	1%	12%	2%	-17%	4%	33
CCOC(=O)C1CCCN(c2c(NCCCN3CCCC(C)C3)c(=O)c2=O)C1 (stereo not given)	17%	-1%	-3%	?	-2%	4%	1%	-2%	-2
CC(C)C(=O)NCCn1ccc2ccccc21	4%	-4%	-3%	6%	-20%[57.1 µM]	-3%	-17%	2%	-1
CCOC(=O)c1ccccc1OCc1cc(/C=N/NC(=O)c2cccnc2)ccc1OC	13%	?	?	?	-21%	?	?	11%	-10
CCOc1ccc(OCCSc2nnnn2C2CCCCC2)cc1	-22%	2%	7%	0%	-8%	3%	-8%	0%	8
Cc1ccc(S(=O)(=O)N2C[C@H]3C(=O)C[C@@H](c4cccs4)N(S(=O)(=O)c4ccc(C)cc4)[C@H]3C[C@H]2c2ccccc2)cc1	10%	14%	18%	·	-3%	0%	5%	·	-58*
CN1CCN(CCC(=O)Nc2cccc(Br)c2)CC1	2%	10%	1%	16%	-4%	7%	1%	8%	-4
CN1CCC(=NNC(=O)C(=O)NC(C)(C)C)CC1	2%	0%	-9%	24%	-7%	3%	-4%	16%	11
Cc1cc(C(F)(F)F)c(C#N)c(SCC(=O)Nc2nc3cc(Br)ccc3s2)n1	·	-7%	-10%	?	-13%	-1%	?	13µM*	-146*
Cc1c(-c2ccccc2)n[nH]c1C(=O)NN	·	-10%	-12%	-3%	-4%	-5%	12%	0%	5
Carrying on:
SMILES	ATXN2 expr inh	HT1080 IDH1KD tx	HT1080-NT tox	SW480 rereplic	WRN inhibitor	KB-3-1 tox	KB-V1 cytotox	MCF10A rereplic	IL-1B inflam inh
Cc1cc(/C=N/NC(N)=O)c(C)c(CO)c1	-2%	-4%	-1%	0%	-2%	0%	0%	-6%	0
O=C1CCCC(=NCc2ccco2)C1	10%	0%	4%	-5%	-2%	-3%	-1%	1%	6
Brc1ccc(-c2ccc(/C=N/Nc3nc(N4CCOCC4)nc(N4CCOCC4)n3)o2)cc1	-22%	-2%	6%	?	4%	4%	-5%	5%	?
CC1(C(=O)Nc2ccc3c(c2)OCO3)Cc2c(-c3ccc4c(c3)OCO4)ccnc2O1 (stereo not given)	6%	2.1µM*	?	·	6%	5.2µM*	?	·	82
COc1ccc(S(=O)(=O)N2CCCC(C(F)(F)F)C2)cc1 (stereo not given)	·	3%	1%	0%	3%	0%	-5%	-5%	25
Cn1c2ccccc2c(=O)c2ccc(C#Cc3ccc(N)cc3)cc21	15%	?	?	15µM*	-3%	-3%	-4%	?	-28
CC(C)Oc1cccc(C(=O)O)c1	0%	-1%	2%	2%	9%	-5%	-9%	1%	6
O=C(Nc1nc2nccc(-c3ccccc3)n2n1)c1ccc(F)cc1	1%	18%	22%	5%	-11%	11%	?	-2%	1
CCOc1ccccc1/C=C/c1onc(C)c1S(=O)(=O)N1CCC(C(=O)NC(C)(C)C)CC1	·	-1%	-4%	2%	-5%	2%	-14%	-2%	-4
CN(C)CCN(C(=O)c1cccs1)c1nc2cc3c(cc2s1)OCCO3	25%	0%	-7%	1%	-5%	-4%	4%	3%	-11
Cc1nn(C(C)C(=O)NC(C)CCc2ccccc2)c(=O)c2cc3occc3n12 (stereo not given)	-18%	-4%	-3%	-29%	11%	8%	0%	-1%	20
Cc1ccc(/C=C/S(=O)(=O)NCCC(=O)NCc2ccc(F)cc2)cc1	·	7%	-1%	-17%	3%	-7%	25%	0%	-3
COc1ccc(NS(=O)(=O)c2ccc(C)c(C(=O)NCCCN3CCCC3=O)c2)cc1	-10%	0%	4%	-1%	1%	-6%	-2%	-6%	9
O=C(Nc1cccc(C(=O)N2CCOCC2)c1)C1CCCC1	-3%	8%	4%	-18%	3%	0%	0%	-13%	-7
COc1ccc(OC)c(NC(=O)c2ccc(OC3CSC3)cc2)c1	5%	-2%	-15%	3%	-5%	-12%	-27%	1%	-18
O=C(C=C(C(=O)c1ccccc1)c1ccccc1)c1ccccc1	-1%	-15%	-12%	?	-8%	3%	0%	9%	?
Cc1cc(C)n(CC(=O)NNC(=O)COc2ccc(Cl)cc2Cl)n1	·	9%	3%	0%	-10%	-1%	-4%	-4%	-10
O=C(Nc1cccc(NC(=O)c2ccccc2Cl)c1)c1ccc([N+](=O)[O-])o1	?	9.2µM*	?	?	3%	?	?	3.7µM*	-106*
O=[N+]([O-])c1cccc(CN2CCN(Cc3ccco3)CC2)c1	1%	-2%	9%	-1%	5%	4%	4%	5%	-6
CCN(c1ccccc1)S(=O)(=O)c1c(C)noc1C	-7%	-2%	0%	8%	8%	-7%	11%	-3%	11
COC(=O)c1ccc(Cn2c(C)c(C(=O)NCc3ccc(Cl)c(Cl)c3)sc2=O)o1	?	?	?	·	-7%[57.1 µM]	11%	?	·	-2
COc1cc(NC(=O)CN2CCN(c3ccccc3F)CC2)c(C)cc1[N+](=O)[O-]	8%	-3%	-6%	6%	1%	28%	-1%	0%	36
Cc1ccccc1CN1C[C@@H]2C[C@@H](c3cn(C)nc3-c3ccccc3)N3CCC[C@@]23C1=O	-19%	0%	-1%	0%	-21%	-7%	-5%	?	-15
COc1ccccc1NS(=O)(=O)c1ccc(C)c(C(=O)NCC(c2ccco2)N(C)C)c1 (stereo not given)	1%	2%	1%	?	-3%	18%	1%	-1%	-1
CN(C(=O)C(C)(C)C)[C@H]1C[C@H]2c3[nH]c4ccccc4c3CCN2C(=O)[C@H]1CO	5%	0%	-4%	·	-6%	-23%	-15%	·	-13
COC(=O)c1ccccc1Nc1ccnc(Cl)n1	4%	16%	15%	-3%	-9%	-1%	-6%	0%	6
O=C(NN=C(Cc1ccccc1)Cc1ccccc1)c1ccncc1	·	3%	-3%	-4%	2%	4%	-9%	7%	-10
CCNc1nc2c(c(=O)[nH]c(=O)n2C)n1Cc1ccc(F)cc1	18%	-1%	1%	-7%	-4%	16%	-3%	0%	8
CCOc1ccc(NC(N)=O)cc1	9%	1%	2%	-2%	5%	11%	-2%	-5%	25
COCCn1c2nc(=O)n(-c3ccccc3)c(=O)c-2nc2ccccc21	·	?	-21%	·	4%	?	?	·	68
